Screening results: PubChem BioAssay, National Center for Advancing Translational Sciences (NCATS)
ATXN viability = Viability Counterscreen for Primary qHTS for Inhibitors of ATXN expression. AID 651635, 2014. Potency, µM (highest dose often 56.7 µM), hits mostly cytotoxic. S2 cells (HEK-293 line with an ATXN2-luciferase reporter) viability, CellTiter-Fluor protease fluorescence, 24 h. 400,000 tested, 0.49% active; also: potency is read from the fitted curve at half-maximal effect; nearly all actives have a fitted effect of over 40% in size
Nrf2 inh = Nrf2 qHTS screen for inhibitors; A549 ARE-Fluc reporter, luciferase luminescence, 18-24 h; Potency, µM (doses to about 46 µM), for inactives: top-dose activity change, negative = inhibition, hits mostly inhibitors; 360,000 tested, 2.1% active; AID 504444, 2011; also: potency is read from the fitted curve at half-maximal effect; % is scaled to controls: 0 for no effect and ±100 for the full control effect; nearly all actives have a fitted effect of over 60% in size
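Reporter: ARE-Fluc in A549. Exposure: 18-24 h, 37 °C, 5% CO2, 5% FBS OPTI-MEM. Readouts: fluorescent cytotoxicity (CellTiter-Fluor), then luminescent Nrf2 signal after BugLite.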
HepG2 viability = qHTS for Inhibitors of TGF-b: Cytotox Counterscreen | HepG2 CAGA-GFP viability, ATP luminescence, 18 h | Potency, µM (series often up to 46.1 µM), for inactives: at the highest dose activity change, negative = cytotoxicity, most hits filed as cytotoxic | 410,000 tested, 0.76% active | AID 588856, 2011; also: potency is read from the fitted curve at half-maximal effect; some results filed as inactive show a strong effect at the top dose
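CellTiter-Glo luminescence gave cytotoxicity after 18 hours at 37 degrees C. The cells were HepG2 CAGA-GFP in 1% FBS DMEM, stimulated with 500 pg/mL TGF-beta after compound addition. %Activity was normalised to no-cell wells (complete cell-killing) and DMSO (no toxicity), and curves were fitted and classified.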
Nrf2 activator = qHTS of Nrf2 Activators; AREc32 ARE-luciferase reporter (MCF7-derived line), luminescence, 24 h; Potency, µM (highest dose often 46.1 µM), inactives show at the top dose activation, hits mostly activators; 410,000 tested, 0.31% active; also: potency is read from the fitted curve at half-maximal effect; % of control where 0% means no effect; nearly all actives have a fitted effect of over 65% in size
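Cells of the AREc32 ARE-luciferase line are plated in OPTI-MEM containing 5% FBS and left overnight at 37 deg C. Compounds are pinned in, incubation continues 24 hr, and firefly luciferase signal is then measured.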
IL-2 act = qHTS of IL-2 Activators; IL-2 activation reporter assay, cell-based qHTS; stimulated with anti-CD3/CD4/CD28 beads; in transgenic mouse T cells; 360,000 tested, 0.065% active; activation, % (series mostly up to about 46 µM); AID 652025, 2013; in the data active = activation above about 50%; inconclusive = mostly about 30% to 49%; also: 0% is about no effect
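Using fluorescent plate cytometry, EGFP and DsRed are detected in transgenic mouse T cells stimulated 18 h at 37 degrees C with antibody-coated beads after 60 min compound pretreatment.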
EPAC2 ag = qHTS for Agonist of cAMP-regulated guanine nucleotide exchange factor 4 (EPAC2): primary screen; Rap guanine nucleotide exchange factor 4 (Homo sapiens), Q8WZA2; EPAC2 activation, biochemical qHTS; response scale: 100% = 6.5 mM cAMP response; Potency, µM (top dose mostly 154 µM), inactives show at the top dose activation, hits mostly activators; 360,000 tested, 0.079% active; AID 720711, 2013; also: potency is read from the fitted curve at half-maximal effect; nearly all actives have a fitted effect of over 50% in size
Target sequence (Q8WZA2 whole entry, looked up): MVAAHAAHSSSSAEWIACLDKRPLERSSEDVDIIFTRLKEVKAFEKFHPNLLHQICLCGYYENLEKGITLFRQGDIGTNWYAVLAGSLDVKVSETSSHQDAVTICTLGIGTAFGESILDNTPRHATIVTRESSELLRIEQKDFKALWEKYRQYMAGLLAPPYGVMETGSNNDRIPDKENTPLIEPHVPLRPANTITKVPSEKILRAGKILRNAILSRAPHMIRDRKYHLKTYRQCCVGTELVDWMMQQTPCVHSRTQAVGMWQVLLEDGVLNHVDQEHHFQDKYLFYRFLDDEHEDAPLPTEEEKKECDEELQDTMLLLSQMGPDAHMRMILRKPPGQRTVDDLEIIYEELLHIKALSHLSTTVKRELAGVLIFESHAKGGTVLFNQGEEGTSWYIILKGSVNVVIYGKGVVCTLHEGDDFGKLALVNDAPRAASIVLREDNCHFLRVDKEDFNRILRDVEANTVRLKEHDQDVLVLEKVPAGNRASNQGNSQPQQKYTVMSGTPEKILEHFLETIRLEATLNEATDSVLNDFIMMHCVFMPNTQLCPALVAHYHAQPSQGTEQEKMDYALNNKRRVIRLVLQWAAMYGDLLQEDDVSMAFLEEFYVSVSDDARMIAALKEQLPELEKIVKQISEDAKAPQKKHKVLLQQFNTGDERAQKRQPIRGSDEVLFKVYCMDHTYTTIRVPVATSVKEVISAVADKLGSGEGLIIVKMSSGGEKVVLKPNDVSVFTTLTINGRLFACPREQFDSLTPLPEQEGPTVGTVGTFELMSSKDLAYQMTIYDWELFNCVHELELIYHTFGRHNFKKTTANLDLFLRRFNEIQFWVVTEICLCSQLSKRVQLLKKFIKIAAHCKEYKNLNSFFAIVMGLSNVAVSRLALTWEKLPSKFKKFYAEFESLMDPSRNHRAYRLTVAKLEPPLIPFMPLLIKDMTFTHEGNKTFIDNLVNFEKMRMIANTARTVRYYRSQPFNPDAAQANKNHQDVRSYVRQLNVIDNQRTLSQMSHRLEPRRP
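Each well held 100 nM EPAC2, 250 nM RAP1B-BODIPY-GDP and 50 uM GDP. Fluorescence, read at 5-min intervals to 30 min, was referenced to a 6.5 mM cAMP positive control.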
A549 tox = Nrf2 qHTS screen for inhibitors: counterscreen for cytotoxicity. A549 ARE-Fluc cells, CellTiter-Fluor viability, 18-24 h. Potency, µM (highest dose often 46 µM), without a hit: at the top dose activity change, negative = cytotoxicity, usual class: inhibitors. 390,000 tested, 0.16% active; also: potency is read from the fitted curve at half-maximal effect; % is scaled to controls: 0 for no effect and ±100 for the full control effect
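Cytotoxicity counterscreen: CellTiter-Fluor fluorescence was measured in A549 ARE_Fluc cells after 18-24 h of compound exposure in a concentration series. The subsequent BugLite luminescent read reports ARE-luciferase activity.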
ATXN2 expr inh = Primary qHTS for Inhibitors of ATXN expression | HEK-293 ATXN2-luciferase reporter, luminescence, 24 h | Potency, µM (top dose mostly 57 µM), without a hit: at the highest dose activity change, negative = inhibition, actives largely listed as inhibitors | 360,000 tested, 0.72% active; also: potency is read from the fitted curve at half-maximal effect; % is scaled to controls: 0 for no effect and ±100 for the full control effect; nearly all actives have a fitted effect of over 55% in size
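qHTS (up to 57 uM final) was run with 24 h compound exposure of reporter cells at 37 °C. Each well was multiplexed: SteadyGlo luminescence measured ATXN2-luciferase expression after a fluorogenic Gly-Phe-AFC viability readout (25 uM final).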
TGFb SMAD3 inh = qHTS for Inhibitors of TGF-b | HepG2 CAGA-GFP TGF-b/SMAD3 reporter, GFP fluorescence, 18 h; TGF-beta stimulated, 500 pg/mL final | Potency, µM (highest dose often 46.1 µM), without a hit: at the top dose activity, negative = inhibition, actives largely listed as inhibitors | 410,000 tested, 1.2% active | AID 588855, 2011; also: potency is read from the fitted curve at half-maximal effect; % is scaled to controls: 0 for no effect and ±100 for the full control effect; nearly all actives have a fitted effect of over 65% in size
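Read-out: total well GFP (ex488/em500-530) summed from mean per-cell fluorescence. Cells: HEPG2 CAGA-GFP, 1% FBS DMEM, 18 h at 37 degrees C with 500 pg/mL final TGF-beta. Unstimulated wells served as the full-inhibition control; stimulated DMSO wells = 0%.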
Numbers without * were called inactive; i = inactive; ? = inconclusive; / = no result given; & = joins results of further samples; [ ] = dose if it differs, or a comment. Unless noted, calls follow the shape of the dose curve; as a rule, active = well fitted curve in the direction sought with a large enough effect; inconclusive = small, poorly fitted or top-dose-only effect, or another doubt; inactive = no such curve, though single readings can be large; an effect the other way counts as inactive or inconclusive.

cpd	compound	ATXN viability	Nrf2 inh	HepG2 viability	Nrf2 activator	IL-2 act	EPAC2 ag	A549 tox	ATXN2 expr inh	TGFb SMAD3 inh
1	CN(C(=O)COC(=O)c1ccc(Cl)s1)C1(C#N)CCCCC1	i	2.9%	-11.7%	0.2%	0.7	8.2%	5.8%	-11.0%	2.0%
2	CCc1ccc(OCC(=O)N(C)C)c(Br)c1	i	4.0%	-9.2%	-0.1%	1.3	14.8%	3.8%	-4.7%	-1.1%
3	CC(C)NC(=O)NC(=O)COC(=O)c1ccccc1O	i	-10.4%	0.0%	0.2%	-1.8	3.5%	-8.1%	22.1%	13.2%
4	COc1cc(O)c(C(CC(=O)N2CCCCC2)c2ccc(N(C)C)cc2)c(OC)c1 (stereo not given)	i	18.7%&5.0%	-5.8%&8.1%	0.8%	-0.4	15.7%	3.8%&-6.5%	9.4%	-11.1%&-6.1%
5	Cc1nn(-c2ccc(F)cc2)c(C)c1NS(=O)(=O)c1ccc(Cl)cc1	i	-25.8%	-26.3%	-1.4%	0.9	-4.4%	-1.4%	-16.4%	5.9%
6	Cc1nc(N)[nH]c(=O)c1CC(=O)OCCCl	i	7.3%	6.8%	-0.3%	0.3	8.5%	12.5%	/	6.0%
7	COc1cccc(NC(=O)Cn2c(=O)n(CCc3ccc(OC)c(OC)c3)c(=O)c3ccccc32)c1	i	0.7%	-32.3%	-0.1%	/	/	0.7%	5.2%	?
8	COc1ccc(CCNC(=O)CCNS(=O)(=O)c2cc(Br)cnc2N)cc1OC	i	-3.8%	-20.2%	0.1%	-5.5	9.1%	-1.7%	0.2%	-5.6%
9	CN(CC(=O)Nc1cccc(F)c1)C(=O)c1ccc(N2CCCCCC2)c([N+](=O)[O-])c1	i	?	-4.5%	0.3%	-3.1	4.8%	-12.9%	-9.4%	-13.2%
10	O=C(Nc1cccn(Cc2c(Cl)cccc2Cl)c1=O)c1ccccc1Cl	i	1.46µM*	11.3%	-0.6%	-4.4	10.1%	-25.8%	-20.3%	?

In the list so far, these have fluorine:
cpd	compound	ATXN viability	Nrf2 inh	HepG2 viability	Nrf2 activator	IL-2 act	EPAC2 ag	A549 tox	ATXN2 expr inh	TGFb SMAD3 inh
5	Cc1nn(-c2ccc(F)cc2)c(C)c1NS(=O)(=O)c1ccc(Cl)cc1	i	-25.8%	-26.3%	-1.4%	0.9	-4.4%	-1.4%	-16.4%	5.9%
9	CN(CC(=O)Nc1cccc(F)c1)C(=O)c1ccc(N2CCCCCC2)c([N+](=O)[O-])c1	i	?	-4.5%	0.3%	-3.1	4.8%	-12.9%	-9.4%	-13.2%

Going on with the list:
cpd	compound	ATXN viability	Nrf2 inh	HepG2 viability	Nrf2 activator	IL-2 act	EPAC2 ag	A549 tox	ATXN2 expr inh	TGFb SMAD3 inh
11	Cc1ccccc1Cn1nc(C)c(NC(=O)c2ccccc2)c1C	i	-7.6%	-4.8%	-0.4%	-0.1	4.8%	1.8%	-6.0%	0.8%
12	Cc1ccc2oc(=O)cc(CN3CCCCC3)c2c1	i	2.0%	-84.0%	2.8%	-0.5	-4.7%	4.8%	7.2%	-5.7%
13	CCOc1cccc(N2C(=O)CC(N3CCN(c4nc5ccccc5s4)CC3)C2=O)c1 (stereo not given)	?	-1.0%	4.8%	-0.5%	-0.4	10.9%	-4.7%	-33.5%	-3.6%
14	COc1ccc(-c2nsc3c(N4CCCCC4)ncnc23)cc1	i	?	-14.9%	0.3%	0.4	2.3%	-0.4%	?	-1.4%
15	Cc1nn(-c2ccccc2)c2c1C1(C(=O)N(C(C)C)c3ccccc31)C(C#N)=C(N)O2 (stereo not given)	i	-18.0%	-3.2%	15.0%	0.8	-13.0%[15.6 µM]	-1.3%	-8.4%	7.9%
16	c1ccc(-c2nc(-c3ccccn3)nc(-c3ccccn3)n2)nc1	?	2.8%	-44.1%	-0.5%	0.5	10.4%	-14.2%	?	-27.0%
17	Cc1ccccc1OCC(=O)Nc1ccc2nc(SCC(=O)N3CCCC3)sc2c1	/	18.4µM*	-28.6%	6.2%	/	/	-22.3%	/	-1.4%
18	CC(=O)Nc1cc(-c2cccc(C(=O)NCCN(C)C)c2)cn2c(-c3cccc(C(F)(F)F)c3)cnc12	31.6µM*	/	12.6µM*	-3.8%	-0.7	1.4%	/	-2.6%	?
19	CCn1c(CNc2ccc(C(=O)O)cc2)nc2ccccc21	i	-12.8%	-5.5%	-0.5%	3.3	9.9%	19.3%	4.8%	-7.6%
20	CC1(C(=O)Nc2nc3ccc(S(C)(=O)=O)cc3s2)CC1(Cl)Cl (stereo not given)	i	?	3.0%	2.1%	-0.1	9.0%	-1.2%	28.4%	15.3%
21	O=S(=O)(c1ccc(NC(=S)NN=Cc2ccccc2O)cc1)N1CCCCC1	i	?	-6.4%	2.7%	-3.8	3.0%	?	-23.7%	12.6µM*
22	Cc1ccccc1C(=O)Oc1ccccc1N1C(=O)C2CC=CCC2C1=O (stereo not given)	?	-5.5%	1.1%	-0.1%	1.5	-5.7%	1.6%	-1.8%	-19.1%
23	O=C(CN1C(=O)C2C3C=CC(C4CC34)C2C1=O)OCC(=O)c1ccccc1 (stereo not given)	i	0.9%	1.2%	0.1%	0.2	6.5%	8.0%	-2.8%	-24.5%
24	CC(C)c1ncc(C(O)c2ccccc2)n1C (stereo not given)	i	-3.1%	9.8%	1.3%	1.2	0.7%	1.8%	-18.2%	21.1%
25	COc1cc(NC(=O)CCS(=O)(=O)c2nc(-c3cccs3)cc(C(F)(F)F)n2)cc(OC)c1OC	/	13.0%[9.27 µM]	11.2µM*	-3.7%	/	/	1.7%	/	12.6µM*
26	O=C(Cn1cccc1)N1CCN(c2ccc(F)cc2)CC1	i	4.0%	-2.2%	-0.1%	-1.3	13.9%	3.1%	-1.9%	0.6%
27	CCCCc1nn2c(=O)cc(COC(=O)C(C)Oc3ccccc3)nc2s1 (stereo not given)	i	5.1%	-58.0%	2.3%	/	/	5.8%	-12.7%	-17.7%
28	Cc1c(C(c2ccc(F)cc2)c2c(C)n(C)n(-c3ccccc3)c2=O)c(=O)n(-c2ccccc2)n1C	i	1.1%	-28.3%	-0.2%	2.6	-4.5%	-3.8%	/	-22.1%
29	CCN(CC)C(=O)c1sc(NC(=O)Cc2ccc(OC)cc2)c(C#N)c1C	i	-11.6%	3.2%	-0.3%	0.3	1.2%	-7.5%	0.3%	15.3%
30	CC(C)OC(=O)c1c2c(n3ccccc13)C(=O)c1ccccc1C2=O	i	?	-59.1%	6.2%	12.6	5.4%	?	4.2%	?

Full records, quoted from the list. Values in the order: ATXN viability	Nrf2 inh	HepG2 viability	Nrf2 activator	IL-2 act	EPAC2 ag	A549 tox	ATXN2 expr inh	TGFb SMAD3 inh
`COc1cc(NC(=O)CCS(=O)(=O)c2nc(-c3cccs3)cc(C(F)(F)F)n2)cc(OC)c1OC` across the screens: /	13.0%[9.27 µM]	11.2µM*	-3.7%	/	/	1.7%	/	12.6µM*
`CC(C)OC(=O)c1c2c(n3ccccc13)C(=O)c1ccccc1C2=O` across the screens: i	?	-59.1%	6.2%	12.6	5.4%	?	4.2%	?

Quoted from the listing.
#24 in TGFb SMAD3 inh = 21.1%
#26 in HepG2 viability = -2.2%
#29 in HepG2 viability = 3.2%

(listing goes on)
cpd	compound	ATXN viability	Nrf2 inh	HepG2 viability	Nrf2 activator	IL-2 act	EPAC2 ag	A549 tox	ATXN2 expr inh	TGFb SMAD3 inh
31	O=C(CN1C(=O)NC2(CCCCC2)C1=O)Nc1nc2c(F)cc(F)cc2s1	i	-2.5%	32.8%	3.3%	-0.4	3.5%	-2.5%	11.8%	16.6%
32	O=[N+]([O-])c1ccc(NN=Cc2ccco2)nc1	?	?	5.1%	0.891µM*	-0.6	8.5%	?	4.1%	2.5%
33	COCCN(CC(=O)Nc1cccc(C)c1C)C(=O)c1oc2c(Cl)cccc2c1C	i	-2.8%	-35.3%	3.0%	-4.7	-3.4%	-7.5%	-12.6%	-27.7%
34	CC1(Oc2ccc(CC#N)cc2)CCN(Cc2ccccc2OC(F)F)C1 (stereo not given)	i	/	-25.9%	-0.1%	-0.5	1.0%	/	4.3%	2.1%
35	CC(=O)Nc1ccccc1C(=O)N1CCN(Cc2ccc3c(c2)OCO3)CC1	?	6.0%	6.6%	0.1%	1.8	3.5%	1.0%	-15.1%	10.5%
36	COc1ccc2ccccc2c1CN1CCN(Cc2ccccc2)CC1	i	-19.6%	-44.6%	-0.1%	-1.9	10.7%	?	-25.1%	?
37	COc1ccc(CCNC(=O)CNS(=O)(=O)c2ccc(N(C)C)c([N+](=O)[O-])c2)cc1OC	i	4.1%	-3.1%	3.6%	0.2	0.7%	-4.3%	/	8.1%
38	COC(=O)/C=c1/s/c(=C(\C#N)C(=O)NCc2ccco2)n(-c2ccccc2)c1=O	i	7.8%	-9.4%	13.2%	-3.5	8.5%	4.1%	-11.6%	14.2%
39	CCc1noc(C)c1C(=O)Nc1cc(S(=O)(=O)N(CC)CC)ccc1N1CCOCC1	i	-13.7%	0.9%	-1.2%	-2.1	-0.4%	9.5%	9.9%	-14.5%
40	Cc1ccc(Nc2ccc(C(=O)O)cc2N)cc1	i	7.5%	-39.6%	2.4%	-1.1	4.4%	-9.0%	-7.9%	7.3%
41	CCOC(=O)c1ccc(N2C(=O)c3n[nH]c(-c4ccco4)c3C2c2ccc(O)cc2)cc1 (stereo not given)	?	-16.7%	-55.3%	0.3%	/	/	9.0%	?	15.8µM*
